LDHA inh = qHTS assay for inhibitors of human lactate dehydrogenase; L-lactate dehydrogenase A chain (Homo sapiens), P00338; 0.15% of 480,000 active; activity change, % (values are at about 110 or 230 µM); purified LDHA, NADH/diaphorase-resazurin fluorescence; stronger effect = lower value; in the data active = activity change below about -30%; inconclusive = mostly about -25% to -30%;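 also: plate controls were DMSO wells for no effect and wells without enzyme for full effect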
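Human LDH5 (2 nM) was incubated with 0.06 mM NADH and 0.2 mM pyruvate for 5 min at room temperature in Tris pH 7.4. Remaining NADH was coupled through diaphorase/resazurin, and resorufin fluorescence was read at 0 and 20 min.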
USP1 inh = Inhibitors of USP1/UAF1: Primary Screen. recombinant USP1/UAF1, Ub-Rhodamine cleavage fluorescence. Potency, µM (titrated, usually from 57.1 µM), for inactives: at the highest dose activity change, negative = inhibition, actives largely listed as inhibitors. 0.23% of 390,000 active; also: potency is read from the fitted curve at half-maximal effect; % is scaled to controls: 0 for no effect and ±100 for the full control effect; nearly all actives have a fitted effect of over 60% in size; inactives centre near -12
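USP1/UAF1 complex at 1 nM was preincubated with compound for 15 min at room temperature, then Ub-Rho substrate (150nM final) was added. Fluorescence (480/540 nm) was read kinetically, 6 reads every 60 seconds.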
GRP78 ERSR act = qHTS for Inducers of the Endoplasmic Reticulum Stress Response (ERSR) in Human Glioma: qHTS; U87-MG GRP78 promoter luciferase reporter, 16 h; Potency, µM, for the others: at the highest dose activation, usual class: activators; 0.02% of 420,000 active; AID 602332, 2012; also: potency is read from the fitted curve at half-maximal effect; series mostly up to about 76 µM; % of control where 0% means no effect; nearly all actives have a fitted effect of over 35% in size
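Stably transfected U87-MG human glioma cells carrying a GRP78-based luminescent sensor were seeded at 1000 cells/well, pin-dosed with compounds and incubated 16 h. Luciferase reagent was then added, and end-point luminescence was read after 10 min at room temperature.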
rTrxR1 inhibitor = qHTS Assay for Inhibitors of Mammalian Selenoprotein Thioredoxin Reductase 1 (TrxR1): qHTS; Thioredoxin reductase 1, cytoplasmic (Rattus norvegicus), O89049; recombinant rTrxR1, NADPH fluorescence consumption, selenite substrate; Potency, µM (top dose mostly 114 µM), inactives show at the highest dose activity change, negative = inhibition, usual class: inhibitors; 1% of 390,000 active; also: potency is read from the fitted curve at half-maximal effect; % is scaled to controls: 0 for no effect and ±100 for the full control effect; nearly all actives have a fitted effect of over 65% in size
Target sequence (O89049 whole entry, looked up): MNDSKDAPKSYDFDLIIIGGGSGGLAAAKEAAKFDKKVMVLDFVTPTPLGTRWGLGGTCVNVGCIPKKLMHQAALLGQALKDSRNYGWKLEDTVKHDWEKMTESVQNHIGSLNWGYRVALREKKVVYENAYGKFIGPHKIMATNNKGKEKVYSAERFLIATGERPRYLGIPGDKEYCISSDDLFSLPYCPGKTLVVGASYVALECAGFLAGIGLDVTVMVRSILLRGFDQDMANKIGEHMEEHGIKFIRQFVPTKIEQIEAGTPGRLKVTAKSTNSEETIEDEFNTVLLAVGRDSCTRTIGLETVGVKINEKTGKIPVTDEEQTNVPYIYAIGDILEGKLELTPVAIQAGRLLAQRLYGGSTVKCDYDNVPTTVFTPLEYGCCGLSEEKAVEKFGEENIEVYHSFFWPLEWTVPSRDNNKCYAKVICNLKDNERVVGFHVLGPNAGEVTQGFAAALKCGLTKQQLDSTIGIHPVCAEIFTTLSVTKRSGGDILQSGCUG
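Rat TrxR1 (90 nM in the dispensed reagent) was pre-reduced with 400 uM NADPH for 5 min at room temperature, then incubated with compound for 15 min. After 400 uM selenite was added, NADPH fluorescence (Ex 340/Em 450 nm) was followed for 8 min.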
Vif-A3G inh = qHTS for Inhibitors of Vif-A3G Interactions: qHTS. DNA dC->dU-editing enzyme APOBEC-3G (Homo sapiens), Q9HC16. HeLa A3G-eYFP + Vif (tagged APOBEC3G with the HIV-1 protein that degrades it), YFP fluorescence, overnight. 0.076% of 410,000 active. AID 602310, 2012. Potency, µM (highest dose often 46.1 µM), without a hit: top-dose activity, negative = active, actives largely listed as inhibitors;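 also: potency is read from the fitted curve at half-maximal effect; % is scaled to controls: 0 for no effect and ±100 for the full control effect; nearly all actives have a fitted effect of over 60% in size; hits raise eYFP signal because A3G escapes Vif-driven loss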
Target sequence (Q9HC16 whole entry, looked up): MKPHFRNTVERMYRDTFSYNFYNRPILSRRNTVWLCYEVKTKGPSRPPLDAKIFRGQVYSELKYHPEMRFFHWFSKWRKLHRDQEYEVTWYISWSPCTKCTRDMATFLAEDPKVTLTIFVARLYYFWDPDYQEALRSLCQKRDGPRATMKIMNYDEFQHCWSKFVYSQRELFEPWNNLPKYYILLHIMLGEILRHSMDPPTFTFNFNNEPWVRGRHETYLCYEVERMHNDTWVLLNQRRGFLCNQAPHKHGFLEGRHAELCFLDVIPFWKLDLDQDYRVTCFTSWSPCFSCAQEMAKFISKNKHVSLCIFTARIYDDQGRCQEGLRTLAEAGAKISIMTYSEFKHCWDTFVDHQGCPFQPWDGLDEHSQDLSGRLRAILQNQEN
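Read-out is eYFP fluorescence (Ex 488/Em 500-530) from Vif-expressing HeLa A3G-eYFP cells; more signal means A3G escaped Vif-mediated degradation. Cells plated overnight, compound pinned in, incubated overnight at 37 deg C.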
Vif-A3F inh = qHTS for Inhibitors of Vif-A3F Interactions: qHTS | Potency, µM (highest dose often 46.1 µM), without a hit: at the top dose activity, negative = active | AID 602313, 2012 | HeLa A3F-eYFP + Vif (tagged APOBEC3F with the HIV-1 protein that degrades it), YFP fluorescence increase | 0.2% of 390,000 active; also: potency is read from the fitted curve at half-maximal effect; % of control where 0% means no effect; nearly all actives have a fitted effect of over 65% in size
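HeLa cells stably expressing Vif plus C-terminally eYFP-tagged A3F were seeded, incubated overnight at 37 deg C, dosed with compound, incubated overnight again at 37 deg C. Yellow fluorescence (Ex 488/Em 500-530) reported blocked Vif-mediated A3F-eYFP degradation.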
mIDH1 inhibitor = qHTS for Inhibitors of mutant isocitrate dehydrogenase 1 (IDH1): qHTS | Potency, µM (titrated, usually from 76.6 µM), inactives show top-dose activity change, negative = inhibition, usual class: inhibitors | 0.093% of 390,000 active | IDH1-R132H enzyme, NADPH consumption, diaphorase/resazurin fluorescence | Isocitrate dehydrogenase [NADP] cytoplasmic (Homo sapiens), O75874 | AID 602179, 2012; also: potency is read from the fitted curve at half-maximal effect; % is scaled to controls: 0 for no effect and ±100 for the full control effect; nearly all actives have a fitted effect of over 65% in size
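IDH1-R132H (0.5 ug/mL) preincubated 30 min with compound, then NADPH (0.016 mM) and alpha-KG (2 mM) added; 80 min at RT, pH 7.5. Remaining NADPH coupled via diaphorase/resazurin to fluorescence (540/590 nm); concentration-response curves normalized to no-enzyme control.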
RGS4 inhibitor = Inhibitors of Regulator of G Protein Signaling (RGS) 4: qHTS; Potency, µM (doses to about 114 µM), inactives show at the highest dose activity change, negative = inhibition, actives largely listed as inhibitors; Regulator of G-protein signaling 4 (Homo sapiens), P49798; Transcreener GDP fluorescence polarization, RGS4-accelerated GTP hydrolysis; 0.039% of 390,000 active; also: potency is read from the fitted curve at half-maximal effect; % is scaled to controls: 0 for no effect and ±100 for the full control effect; nearly all actives have a fitted effect of over 75% in size; some results filed as inactive show a strong effect at the top dose
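MLSMR compounds (23 nl, pin-transferred) preincubated 10 min at room temperature with a 500nM (2x) first reagent, then RGS4 at 900nM (2x) plus Transcreener GDP mix added; fluorescence polarization (620/688 nm) read before and after 90 min at 30 °C.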
TrxR1 substrate = qHTS Assay for Substrates of Mammalian Selenoprotein Thioredoxin Reductase 1 (TrxR1): qHTS; 0.01% of 390,000 active; Thioredoxin reductase 1, cytoplasmic (Rattus norvegicus), O89049; purified TrxR1 substrate turnover, NADPH consumption readout; Potency, µM (series often up to 114 µM), inactives show at the highest dose activity change, negative = substrate turnover; AID 588456, 2011; also: potency is read from the fitted curve at half-maximal effect; % is scaled to controls: 0 for no effect and ±100 for the full control effect; nearly all actives have a fitted effect of over 50% in size
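Rat TrxR1, dispensed at 90 nM, was prereduced with 400 uM NADPH (final) for 5 min at ~22 deg C, then incubated with compound 15 min before 400 uM selenite. A first-read NADPH fluorescence drop versus no-compound background flagged substrates.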
Starred values were filed as active, the others as inactive; [ ] = remark or other dose. Unless noted, calls follow the shape of the dose curve; as a rule, active = well fitted curve in the direction sought with a large enough effect; inconclusive = small, poorly fitted or top-dose-only effect, or another doubt; inactive = no such curve, though single readings can be large; an effect the other way counts as inactive or inconclusive. Only part of the results is shown, so the mix of outcomes need not match the whole.

`O=C1c2c(O)cc(O)cc2O[C@H](c2ccc(O)cc2)[C@H]1O` gave LDHA inh 3, USP1 inh -16%, GRP78 ERSR act 0%, rTrxR1 inhibitor -4%, Vif-A3G inh -4%, Vif-A3F inh -1%, mIDH1 inhibitor 8%, RGS4 inhibitor 2% and TrxR1 substrate -1%.
COc1ccc(C(=O)Nn2c(C)nc3ccccc3c2=O)c(OC)c1 was read as LDHA inh -5, USP1 inh -21%, GRP78 ERSR act -2%, rTrxR1 inhibitor 20%, Vif-A3G inh 1%, Vif-A3F inh -12%, mIDH1 inhibitor 7%, RGS4 inhibitor -34% and TrxR1 substrate 6%.
`CCN(CC)S(=O)(=O)c1ccc(N2CCCC2)c(NS(=O)(=O)c2ccc([N+](=O)[O-])cc2)c1` gave LDHA inh 3, USP1 inh -23%, GRP78 ERSR act -4%, rTrxR1 inhibitor 2%, Vif-A3G inh 1%, Vif-A3F inh 1%, mIDH1 inhibitor 3%, RGS4 inhibitor -26% and TrxR1 substrate 1%.
`CCOC(=O)CN(C(=O)COC(=O)C1=NNC(=O)CC1)c1ccc(F)cc1` gave LDHA inh -2, USP1 inh -12%, GRP78 ERSR act 2%, rTrxR1 inhibitor 16%, Vif-A3G inh 0%, Vif-A3F inh -15%, mIDH1 inhibitor 3%, RGS4 inhibitor -13% and TrxR1 substrate 6%.
For O=C(CSc1nnc(C2CC2)n1CC1CCCO1)Nc1ccccc1Cl (stereo not drawn) the results were LDHA inh -1, USP1 inh -1%, GRP78 ERSR act -3%, rTrxR1 inhibitor 1%, Vif-A3G inh 0%, Vif-A3F inh 4%, mIDH1 inhibitor -2%, RGS4 inhibitor -14% and TrxR1 substrate 2%.
`COc1cc(S(=O)(=O)N(Cc2cccnc2)Cc2cccc(OC)c2OC)ccc1-n1cnnn1` gave LDHA inh -4, USP1 inh -14%, GRP78 ERSR act -4%, rTrxR1 inhibitor 12%, Vif-A3G inh -1%, Vif-A3F inh -3%, mIDH1 inhibitor 3%, RGS4 inhibitor -17% and TrxR1 substrate 5%.
Screening Cc1nnc(C)c2c(C)n(-c3ccccc3)c(C)c12 returned LDHA inh 2, USP1 inh -12%, GRP78 ERSR act -5%, rTrxR1 inhibitor -5%, Vif-A3G inh 0%, Vif-A3F inh -2%, mIDH1 inhibitor -3%, RGS4 inhibitor 17% and TrxR1 substrate -2%.
For O=C(CN1C(=O)c2cccc([N+](=O)[O-])c2C1=O)N1CCN(c2ccc(F)cc2)CC1 the results were LDHA inh -7, USP1 inh -18%, GRP78 ERSR act 8%, rTrxR1 inhibitor 28%[57.1 µM], Vif-A3G inh -1%, Vif-A3F inh -8%, mIDH1 inhibitor 0%, RGS4 inhibitor -27% and TrxR1 substrate 40%.
`Cn1c(CC(=O)Nc2ccccc2)nnc1SCC(=O)NC1=NCCS1` gave LDHA inh -4, USP1 inh -19%, GRP78 ERSR act -6%, rTrxR1 inhibitor 10%, Vif-A3G inh 0%, Vif-A3F inh -6%, mIDH1 inhibitor 3%, RGS4 inhibitor 4% and TrxR1 substrate 1%.
COP(=O)(CN(Cc1ccccc1)C(=S)Nc1c(C)cccc1C)OC was read as LDHA inh -6, USP1 inh -13%, GRP78 ERSR act 2%, rTrxR1 inhibitor 33%[57.1 µM], Vif-A3G inh -6%, Vif-A3F inh inconclusive, mIDH1 inhibitor 13%, RGS4 inhibitor 14% and TrxR1 substrate 12%[57.1 µM].
Cc1noc(C)c1COc1ccccc1C(=O)N1CCN(S(=O)(=O)c2ccccc2F)CC1 was read as LDHA inh -1, USP1 inh -20%, GRP78 ERSR act -5%, rTrxR1 inhibitor 11%, Vif-A3G inh 4%, Vif-A3F inh -1%, mIDH1 inhibitor 7%, RGS4 inhibitor -31% and TrxR1 substrate -1%.
Screening CCOC(=O)N1CCN(c2c(N3CCN(c4ccc(F)cc4)CC3)c(=O)c2=O)CC1 returned LDHA inh -7, USP1 inh -10%, GRP78 ERSR act 1%, rTrxR1 inhibitor -11%, Vif-A3G inh 1%, Vif-A3F inh 8%, mIDH1 inhibitor 0%, RGS4 inhibitor 10% and TrxR1 substrate -12%.
COCCNC(=O)c1oc2ccc3c(c2c1C)C(O)CC(C)(C)O3 (stereo not drawn) was read as LDHA inh 1, USP1 inh -9%, GRP78 ERSR act 1%, rTrxR1 inhibitor 15%, Vif-A3G inh 5%, Vif-A3F inh 1%, mIDH1 inhibitor 1%, RGS4 inhibitor -1% and TrxR1 substrate 63%[activator].
`Cc1cc(/C=C(/C#N)C(=O)O)c(C)n1-c1cccc2ccccc12` gave LDHA inh -2, USP1 inh -16%, GRP78 ERSR act 11%, rTrxR1 inhibitor 10%[57.1 µM], Vif-A3G inh 4%, Vif-A3F inh -35%, mIDH1 inhibitor -12%, RGS4 inhibitor -16% and TrxR1 substrate -19%[57.1 µM].
Screening COC(=O)C(C(=O)OC)C(C(C)C)C(C(=O)OC)C(=O)OC returned LDHA inh -3, USP1 inh -12%, GRP78 ERSR act -3%, rTrxR1 inhibitor 14%[57.1 µM], Vif-A3G inh -1%, Vif-A3F inh -4%, mIDH1 inhibitor 2%, RGS4 inhibitor -21%[11.4 µM] and TrxR1 substrate 8%[57.1 µM].
`O=C(CCC(=O)N(CC(=O)NC1CCCC1)Cc1ccccc1Cl)Nc1nccs1` gave LDHA inh -2, USP1 inh 14%, GRP78 ERSR act -3%, rTrxR1 inhibitor 2%, Vif-A3G inh 3%, Vif-A3F inh 3%, mIDH1 inhibitor -5%, RGS4 inhibitor -3% and TrxR1 substrate -5%.
Screening COCCNC(=O)C(=O)NCC1OCCCN1S(=O)(=O)c1cccs1 (stereo not drawn) returned LDHA inh -3, USP1 inh -11%, GRP78 ERSR act -4%, rTrxR1 inhibitor -15%, Vif-A3G inh 2%, Vif-A3F inh 3%, mIDH1 inhibitor 0%, RGS4 inhibitor -1% and TrxR1 substrate -5%.
Screening CCOC(=O)c1ccc2c(c1)nc(SC/C(O)=C(\C#N)c1nc3ccccc3[nH]1)n2CC returned LDHA inh 8, USP1 inh -4%, GRP78 ERSR act -1%, rTrxR1 inhibitor -5%, Vif-A3G inh -3%, Vif-A3F inh -11%, mIDH1 inhibitor 10%, RGS4 inhibitor -17% and TrxR1 substrate 2%.
For COc1ccc(NC(=O)CSc2ncnc3c2sc2ccccc23)c(OC)c1 the results were LDHA inh -11, USP1 inh -8%, GRP78 ERSR act -6%, rTrxR1 inhibitor 0%, Vif-A3G inh 1%, Vif-A3F inh 0%, mIDH1 inhibitor 1%, RGS4 inhibitor -8% and TrxR1 substrate -5%.
For Cc1ccc(NC(=O)c2cccs2)cc1NC(=O)c1ccco1 the results were LDHA inh 1, USP1 inh -9%, GRP78 ERSR act -3%, rTrxR1 inhibitor 28%, Vif-A3G inh -1%, Vif-A3F inh -2%, mIDH1 inhibitor 17%, RGS4 inhibitor -6% and TrxR1 substrate 15%.
Screening Nc1ccc(S(=O)(=O)N2CCC(Cc3ccccc3)CC2)cc1 returned LDHA inh 0, USP1 inh -19%, GRP78 ERSR act -5%, rTrxR1 inhibitor 4%, Vif-A3G inh 0%, Vif-A3F inh -3%, mIDH1 inhibitor 0%, RGS4 inhibitor -21% and TrxR1 substrate -1%.

Compound activity deposited in PubChem by National Center for Advancing Translational Sciences (NCATS).
